Screening results (PubChem BioAssay)
FBW7 act – activators of human E3 ligase FBW7; Q969H0; AlphaScreen FBW7–phospho-cyclin E peptide binding, activator screen; normalized activity (activation), % at 26.1 µM; 0.13% of 650,000 active; AID 1259310; in the data active means normalized activity above about 1.9%;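 further: purified mutant Fbw7 with reduced substrate affinity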
GPR151 activ – activators of human GPR151 | activation, % at 11.2 µM | Q8TDV0 | 1% of 650,000 active | PathHunter beta-arrestin GPR151 cells, luminescence; in the data active means activation above about 4.9%;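 further: 0% = median of compound wells and 100% = cells with positive control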
Target sequence (Q8TDV0 whole entry, looked up): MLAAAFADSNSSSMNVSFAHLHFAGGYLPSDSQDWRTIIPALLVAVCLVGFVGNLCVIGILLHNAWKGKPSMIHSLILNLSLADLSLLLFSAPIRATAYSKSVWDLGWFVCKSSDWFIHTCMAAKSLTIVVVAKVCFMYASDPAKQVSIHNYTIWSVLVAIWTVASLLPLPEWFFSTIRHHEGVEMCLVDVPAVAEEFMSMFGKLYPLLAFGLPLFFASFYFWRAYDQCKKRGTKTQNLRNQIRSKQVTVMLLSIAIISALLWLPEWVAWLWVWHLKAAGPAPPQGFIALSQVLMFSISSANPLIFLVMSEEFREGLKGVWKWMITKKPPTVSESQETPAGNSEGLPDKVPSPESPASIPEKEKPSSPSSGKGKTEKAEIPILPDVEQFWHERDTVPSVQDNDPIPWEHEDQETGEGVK
TEAD-YAP block – TEAD-YAP interaction inhibition. HEK-TIYL cells, TEAD-Gal4/YAP UAS-luciferase luminescence. inhibition, % at 9.12 µM. 1.4% of 640,000 active. AID 1259422; in the data active means inhibition above about 32%;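 further: 0% = median of test compound wells and 100% = reference inhibitor wells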
MITF inh – blocks human microphthalmia-associated transcription factor; AID 1259374; inhibition, % at 2.6 µM; 0.91% of 650,000 active; AlphaScreen MITF homodimerization, bead proximity signal; in the data active means inhibition above about 50%;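 further: 0% = vehicle wells with protein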
Target sequence (O75030 whole entry, looked up): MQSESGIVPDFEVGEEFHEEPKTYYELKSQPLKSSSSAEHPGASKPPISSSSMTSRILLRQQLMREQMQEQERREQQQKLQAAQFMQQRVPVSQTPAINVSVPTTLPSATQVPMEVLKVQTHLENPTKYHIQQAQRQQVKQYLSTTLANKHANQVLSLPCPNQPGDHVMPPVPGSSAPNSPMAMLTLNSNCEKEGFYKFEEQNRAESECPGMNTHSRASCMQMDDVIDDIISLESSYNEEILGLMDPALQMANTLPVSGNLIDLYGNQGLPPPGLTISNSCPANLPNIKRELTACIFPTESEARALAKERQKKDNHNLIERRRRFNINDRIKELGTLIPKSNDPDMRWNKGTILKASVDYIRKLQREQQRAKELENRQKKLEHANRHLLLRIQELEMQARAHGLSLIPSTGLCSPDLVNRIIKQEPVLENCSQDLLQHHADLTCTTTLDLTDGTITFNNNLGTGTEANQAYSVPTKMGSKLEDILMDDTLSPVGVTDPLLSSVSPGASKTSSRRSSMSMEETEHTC
Starred values were filed as active, the others as inactive; x = not tested or not shown.

SMILES | FBW7 act | GPR151 activ | TEAD-YAP block | MITF inh
C/C(=C\C(=O)Nc1ccc(Cl)cc1)NCC1CCCCC1 | 0.2 | 1.1 | -1.0 | -6.9
COc1cccc(CNC(=O)CN2C(=O)N3CCN=C3c3ccccc32)c1 | -0.1 | -0.6 | 11.4 | 0.5
COc1ccc(C(c2c(NC(=O)c3ccco3)sc(C)c2C)N2CCN(C)CC2)cc1 (stereo not drawn) | -0.1 | -1.2 | 3.4 | 4.8
CCCCNC(=O)CCNS(=O)(=O)c1ccc(OC)cc1 | -0.1 | -0.8 | 4.7 | 20.3
CCNc1ncc(C(=O)Nc2ccc(N3CCOCC3)cc2)s1 | -0.1 | 0.3 | -18.6 | -2.5
Cc1cc2nc(SCC(=O)Nc3ccccc3C(=O)O)[nH]c2cc1C | -0.1 | -0.9 | -38.7 | -3.0
O=C(Nc1ccc2oc(-c3cccc(Cl)c3Cl)nc2c1)c1cccc2ccccc12 | 0.4 | -1.2 | 1.1 | 1.2
COc1ccccc1OCCNC(=O)c1cccc(Br)c1 | 0.1 | -0.6 | -5.5 | 14.3
CCOc1ccc(-c2cc(=O)n(CC(=O)NCc3cccs3)cn2)cc1 | 0.1 | -1.6 | 43.9* | 5.1
COc1cc2cc(CN(Cc3ccc(F)cc3)C(C)=O)c(=O)[nH]c2cc1OC | 0.3 | -1.3 | -4.5 | 20.7
COC(=O)C1C(=O)NC(SCC(=O)Nc2ccc(OC)cc2)=C(C#N)C1c1ccc(C(C)C)cc1 (stereo not drawn) | 0.1 | -1.0 | 3.8 | 15.7
O=C(NC1=NCCS1)c1ccc([N+](=O)[O-])cc1Cl | 0.0 | 3.6 | -18.6 | 0.5
COc1cc(C=O)cc(Cl)c1OCc1ccccc1 | 0.1 | -2.7 | 0.9 | 13.3
CC(=O)c1c(C)[nH]c(C(=O)COC(=O)C(C)(C)Oc2ccc(Cl)cc2)c1C | 0.0 | 0.8 | 4.1 | -1.2
O=C(O)CN1C(=O)NC2NC(=O)NC21 (stereo not drawn) | 0.0 | 0.0 | 1.1 | -0.8
CC1(C)CC(=O)C2=C(C1)N(c1cccc(Cl)c1)C(N)=C(C#N)C2c1ccc2c(c1)OCO2 (stereo not drawn) | 0.0 | 0.4 | 5.9 | 5.2
COC(=O)c1c(NC(=S)Nc2cccc(NC(C)=O)c2)sc(C)c1C | 0.0 | -0.3 | -13.6 | -10.8
COC(=O)c1ccc(C2C(C(=O)OCC3CCCO3)=C(C)NC3=C2C(=O)CC(C)(C)C3)cc1 (stereo not drawn) | 0.2 | -1.0 | 7.0 | -8.1
O=C(c1ccccc1)c1ccc(N2CCN(S(=O)(=O)c3ccccc3)CC2)c(F)c1 | 0.0 | 0.7 | 0.8 | -2.2
O=C(CCc1nnc(-c2ccsc2)o1)NCCN1CCCc2ccccc21 | 0.1 | 1.1 | -3.0 | 8.7
CCC(=O)N(CCCN(C)C)c1nc(-c2ccc(Cl)cc2)cs1 | -0.1 | 6.0* | -3.4 | -9.2
Cc1nc(C)c(-c2nnc(-c3ccc(C(C)(C)C)cc3)o2)cc1C(=O)NN | 0.4 | -0.7 | -2.8 | 9.1
CCOC(=O)C(C)Oc1cc2oc(=O)c3c(c2cc1CC)CCCC3 (stereo not drawn) | 0.0 | -0.2 | 3.0 | 5.3
O=C(NC(=S)Nc1cc(-c2nc3ncccc3o2)ccc1Cl)c1cccc(Br)c1 | -0.3 | -0.6 | -5.1 | -4.4
OCCNc1nc(N2CCN(c3ccccn3)CC2)nc2nc[nH]c12 | 0.0 | 0.6 | -2.4 | -0.9

One compound at a time (already shown). Screens in order: FBW7 act | GPR151 activ | TEAD-YAP block | MITF inh
CCNc1ncc(C(=O)Nc2ccc(N3CCOCC3)cc2)s1 is listed as -0.1 | 0.3 | -18.6 | -2.5
O=C(NC1=NCCS1)c1ccc([N+](=O)[O-])cc1Cl is listed as 0.0 | 3.6 | -18.6 | 0.5
O=C(O)CN1C(=O)NC2NC(=O)NC21 (stereo not drawn) is listed as 0.0 | 0.0 | 1.1 | -0.8
CC(=O)c1c(C)[nH]c(C(=O)COC(=O)C(C)(C)Oc2ccc(Cl)cc2)c1C is listed as 0.0 | 0.8 | 4.1 | -1.2
O=C(c1ccccc1)c1ccc(N2CCN(S(=O)(=O)c3ccccc3)CC2)c(F)c1 is listed as 0.0 | 0.7 | 0.8 | -2.2

(cont.)
SMILES | FBW7 act | GPR151 activ | TEAD-YAP block | MITF inh
CN(CC(=O)N(Cc1ccccc1)Cc1ccccc1)S(=O)(=O)c1ccc(F)cc1 | 0.0 | -0.4 | 3.4 | -10.8
CCOC(=O)c1ccc(S(=O)(=O)/N=C(\N)Nc2nc3ccccc3o2)cc1 | -0.2 | -1.3 | -8.2 | -12.0
COc1ccccc1-c1nnc(NC(=O)Cc2cccs2)s1 | 0.1 | -2.1 | -12.7 | 17.1
O=C(Nn1c(-c2ccc(Cl)cc2)nc2ccccc2c1=O)c1cccnc1Cl | 0.0 | 1.8 | 0.1 | -5.2
O=C(NCc1ccc(F)cc1)c1cc2c(s1)CS(=O)(=O)C2 | -0.2 | 3.4 | -2.7 | -2.0
CC(=O)c1[nH]c(C)c(C(=O)Nc2ccc(C)cc2C)c1C | 0.2 | -0.1 | -0.9 | 10.8
Cc1ccccc1NS(=O)(=O)c1cc(C(=O)Nc2ccc(Br)cc2)ccc1Br | 0.1 | 0.2 | -5.7 | 3.4
COc1ccc(Cl)cc1N1CC(C(=O)OCc2ccc(Br)cc2)CC1=O (stereo not drawn) | 0.3 | 1.7 | 8.8 | 12.8
CCOC(=O)N1CCC2(CC1)OCc1cc(-c3cnc(OC)nc3)ccc1O2 | 0.2 | 0.2 | 8.8 | -1.5
N=C1C(c2nc(-c3ccc(Cl)cc3)cs2)=C(O)CN1Cc1ccco1 | -0.1 | -0.7 | -10.6 | -3.7
CCc1ccc(C(=O)N/N=C/c2cccc3ccccc23)nc1 | -0.3 | -1.0 | -28.9 | 12.1
COc1cc(=O)n2c(c1C(=O)N1CCc3ccccc3C1)CCN(CC1CC=CCC1)CC2 (stereo not drawn) | -0.1 | 1.7 | 6.6 | 12.6
CCOc1ccc(C(C)C)cc1S(=O)(=O)Nc1ccc(-c2ccc(N3CCCC3)nn2)cc1 | -0.1 | -0.1 | -38.5 | -7.5
CN(CC1CCCCO1)C(=O)CCC1(Cc2ccco2)CCC(=O)N1 (stereo not drawn) | -0.1 | -0.2 | 12.2 | 4.5
CN1CCN(C(=S)NC(=O)c2cccc([N+](=O)[O-])c2)CC1 | 0.4 | -1.5 | 13.1 | 18.5
O=C1C2CC=CCC2C(=O)N1c1ccc(OCC(O)Cn2nnc3ccccc32)cc1 (stereo not drawn) | 0.1 | -0.7 | -2.4 | -10.0
COc1ccc(Cl)cc1NC(=O)Cn1cnc2c(cnn2C(C)(C)C)c1=O | 0.4 | 0.7 | 17.8 | 2.5
COc1ccc2[nH]c(=O)c(CN(CCN(C)C)C(=O)NCc3ccccc3)cc2c1 | 0.0 | 0.4 | 3.0 | -2.1
O=C(OCCOCCO)c1ccccc1Nc1cccc(C(F)(F)F)c1 | 0.0 | 0.4 | x | 0.8
OCCC1CN(Cc2ccc(F)c(F)c2)CCN1Cc1ccccc1F (stereo not drawn) | 0.0 | -1.4 | 5.5 | 12.9
CCC(CC)C(=O)Nc1c2c(nn1-c1ccc([N+](=O)[O-])cc1)CSC2 | 0.2 | 0.6 | 5.7 | 6.9
Cc1cc(N2CCCCC2C)c(F)cc1[N+](=O)[O-] (stereo not drawn) | 0.0 | -0.6 | 3.2 | -4.0
COc1cc(Br)cc(C=Nc2ccc3[nH]ncc3c2)c1O | 0.1 | -0.2 | 2.8 | 6.0
CCCSc1nc2ccccc2[nH]1 | -0.1 | 0.7 | -36.7 | -1.1
O=C(COC(=O)CN1C(=O)c2ccccc2C1=O)Nc1cccc2ccccc12 | 0.1 | 0.9 | 12.2 | 5.9
More compounds
SMILES | FBW7 act | GPR151 activ | TEAD-YAP block | MITF inh
Cc1ccc(C)c(NC(=O)CC(C)C2CCCO2)c1 (stereo not drawn) | 0.0 | -0.3 | -11.6 | 9.4
CC(C)c1nnc(NC(=O)CSc2nncn2C)s1 | -0.2 | 0.1 | 5.4 | 3.1
CCCCC#Cc1nc(N)c2ncn([C@@H]3O[C@H](C(=O)NCC)[C@@H](O)[C@H]3O)c2n1 | 0.0 | -0.9 | -51.9 | -27.0
O=C1N[C@@H](Cc2ccc(Cl)cc2)C(=O)N2C[C@@H](NCc3nc(-c4ccccc4)cs3)C[C@@H]12 | -0.1 | -0.7 | -7.7 | 9.1
CCC1Oc2ccccc2N(CC(=O)NCCN(C)C)C1=O (stereo not drawn) | 0.2 | 0.1 | 1.6 | 7.2
O=C(NCc1ccco1)c1ccc2c(c1)C(=O)N(Cc1ccccc1)C2=O | -0.2 | 1.4 | -6.0 | -12.2
O=C(COc1ccccc1)NCCc1nnc2n1CCN(CC1CCCCC1)CC2 | 0.0 | 0.0 | 8.9 | -4.6
CCc1nnc(NC(=O)CN2CCN(c3nc(-c4ccccc4)cs3)CC2)s1 | 0.0 | 0.0 | -74.2 | 2.2
COc1ccccc1N1CCN(C2CCCN(C(=O)CC3=CCCCC3)C2)CC1 (stereo not drawn) | 0.1 | 1.0 | 5.0 | -2.9
CNC(=O)CC(NS(=O)(=O)c1ccc(Br)cc1)c1ccc(OC)cc1 (stereo not drawn) | 0.0 | -0.2 | -11.1 | -5.6
Cc1ccc(NC(=O)COc2ccc([N+](=O)[O-])cc2)c(Br)c1 | -0.1 | -0.8 | -7.0 | 5.4
CC/C(=N\NC(=O)OC)c1ccc(OC(F)F)cc1 | -0.1 | 0.0 | -6.1 | 0.7
C=CCCC(=O)NCCN1Cc2ccccc2OC(CCCC)C1 (stereo not drawn) | 0.1 | -0.7 | -14.9 | -3.2
CC(=O)Nc1ccc(NS(=O)(=O)c2cccc(C(F)(F)F)c2)cc1 | 0.0 | 0.3 | -2.9 | -4.8
COc1cccc(CC2(CCC(=O)NCC3COc4ccccc4O3)CCC(=O)N2)c1 (stereo not drawn) | -0.1 | -0.7 | 6.0 | -11.0
O=C(Nc1nnc(C23CC4CC(CC(C4)C2)C3)s1)C1CC1 | -0.1 | 2.5 | -2.3 | -5.0
COc1ccc(OCCNc2ccc(C(F)(F)F)cc2[N+](=O)[O-])cc1 | -0.2 | 1.6 | -0.1 | 10.3
Cc1c(Cl)cccc1NC(=S)N(CCCN1CCOCC1)Cc1ccco1 | 0.0 | -0.6 | 0.8 | 6.7
c1ccc(CN2CCC(c3ccncc3)CC2)nc1 | -0.2 | 0.3 | 3.3 | 9.4
COc1ccc(/C=C2/SC(=O)N(NS(=O)(=O)c3ccccc3)C2=S)cc1OC | 0.0 | 1.9 | 1.5 | 7.6
Cc1ccc(-c2noc(CNC(=O)c3cccc(F)c3)n2)cc1 | 0.8 | -1.2 | -0.3 | 7.3
CNc1nc2c(C)cccn2c(=O)c1/C=C1\SC(=S)N(C2CCCCC2)C1=O | 0.0 | 1.8 | -6.6 | 0.4
Cc1nc(C)n(-c2ccc(Nc3nccc(-c4ccc5nc(C(C)C)[nH]c(=O)c5c4)n3)cc2)n1 | -0.1 | 0.1 | 15.7 | 0.9
O=C(Nc1cccc2cnccc12)c1cccc(S(=O)(=O)N2CCCCCC2)c1 | 0.4 | 1.1 | 38.2* | 8.5
OC(CN1CCN(c2ccccc2F)CC1)c1ccc2[nH]ccc2c1 (stereo not drawn) | -0.1 | 0.5 | -4.7 | 5.7

The list goes on (two carried over from the part before).
SMILES | FBW7 act | GPR151 activ | TEAD-YAP block | MITF inh
O=C(Nc1cccc2cnccc12)c1cccc(S(=O)(=O)N2CCCCCC2)c1 | 0.4 | 1.1 | 38.2* | 8.5
OC(CN1CCN(c2ccccc2F)CC1)c1ccc2[nH]ccc2c1 (stereo not drawn) | -0.1 | 0.5 | -4.7 | 5.7
Cn1ccnc1SCC(=O)N1c2ccccc2C(C)(c2ccc(Cl)cc2)CC1(C)C (stereo not drawn) | -0.1 | -1.8 | 6.4 | 16.0
CCN1CCN(c2c([N+](=O)[O-])nn(-c3ccccc3)[n+]2[O-])CC1 | 0.4 | 0.3 | -36.8 | 12.6
COc1ccc(-c2cccc3cnc(Nc4ccc(-n5cnc(N6CCOCC6)n5)cc4)nc23)cc1F | 0.8 | -0.1 | 1.4 | -9.9
CCC1CCCCN1CCCN1C(=O)C2C(C(=O)Nc3ccc(F)c(Cl)c3)C3C=CC2(O3)C1C(=O)NC1CCCC(C)C1C (stereo not drawn) | -0.3 | 0.2 | -2.2 | -0.4
O=C(NC12CC3CC(CC(C3)C1)C2)c1cccc(C(=O)NC23CC4CC(CC(C4)C2)C3)c1 | 0.0 | -0.9 | -4.4 | -7.3
Cc1ccccc1Oc1nc2c(C)cccn2c(=O)c1/C=C(\C#N)C(=O)NCc1ccco1 | -0.1 | 3.4 | 27.4 | 2.6
CSc1cccc(NS(=O)(=O)c2cc(Br)cc3c2N(C(C)=O)CC3)c1 | -0.1 | 0.3 | 5.6 | -2.4
Cc1cnc(Nc2cccnc2)nc1Nc1ccc(Oc2ccccc2)cc1 | -0.1 | 4.2 | 6.7 | 4.1
O=C(Nc1ccc(F)cc1F)N1CC=CCC1 | 0.1 | 1.2 | 3.2 | 6.5
CCN1C(=O)C(O)(CC(=O)c2ccc3c(c2)CCCC3)c2ccccc21 (stereo not drawn) | 0.0 | 3.1 | 4.2 | -0.5
COc1ccc(C2C=C(C)Nc3nc(C)nn32)cc1 (stereo not drawn) | 0.1 | -0.4 | -5.1 | 6.1
CCOC(=O)c1c(CN2CCN(Cc3ccccc3)CC2)n(-c2ccccc2)c2cc(Br)c(O)cc12 | 0.2 | 1.3 | 7.4 | 11.5
O=c1nc2n(-c3cccc(Br)c3)c3ccccc3cc-2c(=O)[nH]1 | -0.2 | -0.4 | 17.2 | 3.1
CCOc1cc(/C=C2\C(=O)NN(c3ccccc3)C2=O)cc([N+](=O)[O-])c1O | 0.1 | -1.4 | -0.6 | 18.4
